# Compound activity: PubChem BioAssay, several laboratories
# MEX-5 binding = C. elegans MEX-5 TCR-2 RNA binding activity; AID 1832; MEX-5/FITC-TCR2 RNA binding, fluorescence polarization; active compounds read low; Q9XUB2; activity score (negative = inhibition of binding), % at 10 µM; 0.38% of 300,000 active;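 active = inhibition past about -25% in most replicates, and total fluorescence under double the plate's negative control median, limit read from the data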;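 note: 0% = DMSO and -100% = 5 µM competing unlabeled TCR2 RNA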
# Yeast superoxide = lowers age-related superoxide in aged yeast cells | S. cerevisiae aged cells, superoxide DHE fluorescence; active compounds read low | superoxide response (% of plate mean), % at 10 µM | 0.18% of 330,000 active | AID 2690;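 active = superoxide response under a set limit, about three screen SD below normal, cut at about 65% in these data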;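 note: yeast aged for seven days with compound at 30 °C before DHE staining; 100% = average MFI of all compound-treated wells on the plate with controls excluded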
# Bcl-xL primary = blocks human Bcl-xL binding to Bim BH3 peptide; Q07817; GST-Bcl-xL / FITC-Bim BH3 peptide fluorescence polarization; inhibition, % at 10.9 µM; 0.7% of 320,000 active; AID 2129;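 active = inhibition above the mean of all tested compounds plus 3 SD, cutoff set per campaign, cut at about 30% in these data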;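 note: 0% = DMSO wells and 100% = unlabeled Bim-BH3 peptide competitor; inhibitors lower millipolarization by displacing the labeled peptide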
# Target sequence (Q07817 whole entry, looked up): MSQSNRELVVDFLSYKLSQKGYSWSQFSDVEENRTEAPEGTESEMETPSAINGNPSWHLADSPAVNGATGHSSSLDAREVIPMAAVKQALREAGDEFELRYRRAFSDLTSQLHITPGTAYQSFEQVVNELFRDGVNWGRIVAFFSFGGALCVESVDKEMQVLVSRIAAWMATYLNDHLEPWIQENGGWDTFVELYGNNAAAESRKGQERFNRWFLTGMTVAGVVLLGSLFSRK
# Fam108B counter = blocks mouse Fam108B hydrolase in RBBP9 counter-screen. recombinant Fam108B, FP-Rh probe fluorescence polarization. inhibition, % at 9.51 µM. 0.33% of 300,000 active;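 active = inhibition above the screen mean inhibition plus 3 SD, computed separately per campaign, cut at about 18% in these data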;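 note: inhibitors lower polarization as less probe binds the enzyme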
# MCL1 BIM primary = inhibitors of human MCL1 binding to BIM-BH3 peptide. AID 2057. GST-MCL1 / FITC-Bim-BH3 fluorescence polarization. 0.68% of 320,000 active. inhibition, % at 10.9 µM;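 active = inhibition above the mean inhibition of all tested compounds plus 3 SD, set per campaign, cut at about 40% in these data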;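 note: 0% = DMSO wells and 100% = unlabeled Bim-BH3 peptide control; higher means more loss of mP so more displacement of Bim peptide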
# Target sequence (Q07820 whole entry, looked up): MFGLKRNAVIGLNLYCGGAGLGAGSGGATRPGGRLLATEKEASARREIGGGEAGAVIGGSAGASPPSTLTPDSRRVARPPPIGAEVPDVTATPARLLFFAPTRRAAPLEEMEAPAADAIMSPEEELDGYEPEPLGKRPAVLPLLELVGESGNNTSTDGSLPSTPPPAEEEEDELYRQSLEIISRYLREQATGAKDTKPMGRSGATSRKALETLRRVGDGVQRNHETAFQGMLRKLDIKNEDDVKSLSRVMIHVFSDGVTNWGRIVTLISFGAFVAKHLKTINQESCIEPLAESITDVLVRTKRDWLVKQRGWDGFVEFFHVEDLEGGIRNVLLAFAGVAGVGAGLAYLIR
# ZTA DNA inh = ZTA (EBV) inhibition in EBNA-1 counter-screen. P03206. ZTA-DNA binding, fluorescence polarization. inhibition, % at 11 µM. 0.15% of 320,000 active; in the data active = inhibition above about 33%
# EBNA-1 inh = blocks EBNA-1 binding to DNA; EBNA-1 DNA binding, fluorescence polarization; inhibition, % at 14.8 µM; 0.34% of 300,000 active; in the data active = inhibition above about 28%
# GLD-1 RNA inh = GLD-1-TGE RNA interaction inhibition (C. elegans); Q17339; purified GLD-1 + fluorescein TGE RNA, fluorescence polarization; inhibition, % at 5.96 µM; 0.44% of 320,000 active;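 active = percent inhibition above a per-plate cutoff, the plate mean of test compounds plus 3 SD, cut at about 30% in these data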;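 note: 0% = DMSO wells with GLD-1 and probe and 100% = wells lacking GLD-1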
# Target sequence (Q17339 whole entry, looked up): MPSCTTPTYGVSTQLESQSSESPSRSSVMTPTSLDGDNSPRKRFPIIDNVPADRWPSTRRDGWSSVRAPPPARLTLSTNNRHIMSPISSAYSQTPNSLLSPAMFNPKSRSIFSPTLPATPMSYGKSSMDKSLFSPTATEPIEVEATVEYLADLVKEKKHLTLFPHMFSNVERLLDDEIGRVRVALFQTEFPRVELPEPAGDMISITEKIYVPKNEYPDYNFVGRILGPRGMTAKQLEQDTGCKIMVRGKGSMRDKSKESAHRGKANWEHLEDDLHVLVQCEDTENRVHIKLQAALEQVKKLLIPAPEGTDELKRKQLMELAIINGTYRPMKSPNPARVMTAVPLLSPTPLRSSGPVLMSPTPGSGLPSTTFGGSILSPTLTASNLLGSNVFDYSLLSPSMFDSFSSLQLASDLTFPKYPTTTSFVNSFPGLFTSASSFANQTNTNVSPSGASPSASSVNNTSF
# Efflux pump mplx = antifungal efflux pump inhibition, Nile Red retention; S. cerevisiae Candida pump triplex; inhibition, % at 10 µM; 0.44% of 330,000 active; AID 485275;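 active = plate passing quality check with inhibition over a set limit, or well fluorescence over plate mean plus 4 SD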;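 note: Nile Red retained in pooled yeast measured as flow cytometry median fluorescence; 0% = buffer negative control and 100% = Enniatin B positive control; higher means more Nile Red kept so more efflux inhibition; some compounds called inactive have numbers as strong as hits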
# Numbers without * were called inactive; . = no result given; & = joins results of further samples.
# Start of the listing, in advance, 4 compounds:
SMILES,MEX-5 binding,Yeast superoxide,Bcl-xL primary,Fam108B counter,MCL1 BIM primary,ZTA DNA inh,EBNA-1 inh,GLD-1 RNA inh,Efflux pump mplx
C=CCOc1c(CNn2nnnc2N)cccc1OC,-0.7,81,4,5,3,8,0,8,-0.1
Cn1c(=O)c(C=Nc2ccccc2)c(O)c2ccccc21,-1.5,100,5,3,11,8,2,5,0.1
O=C(C1CCC(Cn2c(=S)[nH]c3ccccc3c2=O)CC1)N1CCN(c2ccccc2)CC1 (centres undefined),2.8,93,1,-6,9,13,-2,1,-0.1
CCC(C)(C)n1nnnc1C(c1cccnc1)N1CCCC(C)C1 (centres undefined),1.1,115,6,4,5,-11,8,4,0.1

# The listing, previewed entries included:
SMILES,MEX-5 binding,Yeast superoxide,Bcl-xL primary,Fam108B counter,MCL1 BIM primary,ZTA DNA inh,EBNA-1 inh,GLD-1 RNA inh,Efflux pump mplx
C=CCOc1c(CNn2nnnc2N)cccc1OC,-0.7,81,4,5,3,8,0,8,-0.1
Cn1c(=O)c(C=Nc2ccccc2)c(O)c2ccccc21,-1.5,100,5,3,11,8,2,5,0.1
O=C(C1CCC(Cn2c(=S)[nH]c3ccccc3c2=O)CC1)N1CCN(c2ccccc2)CC1 (centres undefined),2.8,93,1,-6,9,13,-2,1,-0.1
CCC(C)(C)n1nnnc1C(c1cccnc1)N1CCCC(C)C1 (centres undefined),1.1,115,6,4,5,-11,8,4,0.1
Cc1cccc(C(=O)Nc2sc(-c3ccccc3)cc2C(=O)O)c1,-1.2,168,-3,8,-10,4,-11,-4,0.4
CCCc1[nH]nc2c1C(c1ccc(OC(=O)c3ccco3)cc1)C(C#N)=C(N)O2 (centres undefined),3.3,79,8,4,2,-3,8,-10,-0.2
COc1cc2c(cc1OC)C(C(=O)N1CCCC1)C(c1ccccc1F)N(C)C2=O (centres undefined),2.2,93,2,1,3,-3,4,3,0.2
CCn1cc(CN2CCN(Cc3ccc(OC)c(C)c3C)C(CCO)C2)c(C)n1 (centres undefined),-1.7,103,5,0,2,0,-12,-2,0.0
CN(C)c1ccc(/C=C/C#N)cc1,2.0,79,-2,-2,-2,-14,-9,-4,-0.1
CCCN(CC(=O)Nc1ccc(F)c(F)c1F)C(=O)CCc1nc2ccccc2c(=O)[nH]1,-1.4,106,-12,7,-12,-18,6,2,-0.2
COc1ccc(NC(=O)CN(C)C(=O)c2ccc(=O)[nH]c2)cc1,-0.3,104,-5,-3,-10,-15,-3,5,-0.2
CCn1ncc([N+](=O)[O-])c1C(=O)Nc1ccc(C)c(C)c1,0.4,109,1,-1,-9,-6,-9,1,0.3
CCn1nnc(NC(=O)c2sc3ccccc3c2Cl)n1,3.3,98,3,-2,4,-2,-4,-2,0.1
CCOc1ccc(/C=N/NC(=O)Cc2csc(Nc3cccc(C(F)(F)F)c3)n2)c(OCC)c1,0.0,88,3,16,4,-2,11,4,-0.2
COC(=O)c1ccc(-n2nnnc2SCC(=O)Nc2ccccc2F)cc1,-2.1,94,6,-1,3,3,-3,8,0.1
O=c1c(-c2ccco2)[n+]([O-])c2ccccc2n1OCc1ccccc1[N+](=O)[O-],-16,94,-1,3,-11,12,0,0,0.2
COC(=O)c1ccc(=O)n(-c2ccc(OC)cc2)c1,-0.5,108,7,3,8,-3,-3,7,0.1
CCN(CC)CCNC(=O)c1cc2c(=O)n(C)c3ccccc3c2n1C,0.8,106,5,2,0,12,0,6,-0.3
Cc1cccc(N2CCN(S(=O)(=O)c3cccc4nonc34)CC2C)c1 (centres undefined),-2.2,96,2,6,-3,5,0,3,0.1
COc1ccc(C2C(C(=O)NCc3ccccc3)=C(C)Nc3ncnn32)cc1OC (centres undefined),2.0,106,3,1,5,-4,-2,3,0.1
C=CCN(CC=C)C(=O)COC(=O)c1ccc(Sc2ncn[nH]2)c([N+](=O)[O-])c1,-18,117,4,2,4,-3,2,5,-0.1
CCCCn1c(N)c(N(CC(C)C)C(=O)CSc2ccc3c(c2)OCCO3)c(=O)[nH]c1=O,.,96,4,.,12,6,.,4,-0.2
CC(=O)N1CCC2(CC1)CC(=O)c1cc(OCC(=O)N3CCOCC3)ccc1O2,-1.7,88,4,5,4,-5,15,0,-0.1
COc1cccc2cc(C(=O)Oc3ccccc3)c(=O)oc12,0.6,95,3,-6,7,-3,-3,1,0.0
CCOc1ccc(C(=O)Nc2cc(=O)n(C)c(=O)n2C)cc1,-3.1,101,3,1,-6,14,16,2,-0.4
CCN(CC)C(=O)c1[nH]cnc1C(=O)N[C@@H](CCCCNC(=O)OC(C)(C)C)C(=O)OC(C)(C)C,1.1,.,1,1,-3,-10,-16,-5,.
Cc1ccccc1-n1c(=O)c2ccccc2n2cnnc12,-4.1,83,0,2,0,18,4,0,0.1
CCN1CCN(C(CNS(=O)(=O)c2ccc(OC)cc2)c2cccnc2)CC1 (centres undefined),-4.7,143,3,-4,1,-20,-6,5,0.1
COc1ccc(CC(=O)N(Cc2ccccc2)C(C)C)cc1,-0.9,96,2,1,3,-16,8,3,0.0
O=C(COc1ccc(/C=N/NC(=O)c2ccccc2)cc1)Nc1ccc([N+](=O)[O-])cc1,-1.0,91,2,-14,4,3,-8,5,0.0
COc1ccc(-c2c3c(=O)n(C)c(=O)n(C)c3cn2NC(C)=O)cc1,-2.7,100,3,2,4,6,-11,-4,-0.1
Cc1cc(=O)oc2cc(OCC(=O)OCC(=O)Nc3ccc4ccccc4c3)ccc12,0.6,90,-7,2,-16,2,11,4,0.3
CN1CCN(NC(=O)c2cccs2)CC1,1.0,109,7,1,3,2,0,-2,0.2
O=[N+]([O-])c1ccc(OC(F)F)c(/C=N/n2cnnc2)c1,-4.4,94,12,-4,13,13,-6,-1,0.0
Cc1[nH][nH]c(=O)c1C=Nc1ccc(C(F)(F)F)cc1,-6.6,100,-4,0,-4,-9,-4,1,0.1
N#Cc1ccccc1CN1C(=O)c2ccccc2S1(=O)=O,-2.5,96,2,0,3,6,8,2,0.2
O=C1CC2(CCN(C(=O)COc3ccc(F)cc3)CC2)Oc2ccccc21,1.8,106,4,2,2,0,10,0,-0.4
Cc1ccc(C(=O)Cn2nnc(-c3ccccc3)n2)cc1,-1.5,93,0,-1,0,2,-14,2,0.0
O=C(COCc1cc(-c2ccc3c(c2)OCO3)on1)Nc1cccnc1Cl,1.7,97,5,-4,-3,-10,-14,5,-0.3
O=C(CC(c1ccccc1)c1ccccc1O)N1CCCCC1 (centres undefined),-0.1,96,-1,1,9,11,-2,-1,0.1
COc1ccc(CNC(=O)c2ccc(CNc3c(NC4CCCCC4)c(=O)c3=O)cc2)cc1,2.7,103,-3,-20,0,-4,7,2,0.0
O=C(CN1CCOCC1)Nc1ccc2c(c1)OCCO2,-1.7,97,-3,-2,-8,7,-1,-8,-0.1
Nc1nc(-c2cccs2)c(CC(=O)O)s1,-2.9,109,2,0,-5,-9,-14,-6,0.0
COc1ccc(OCC(=O)N(C)Cc2ccccc2)cc1,0.7,92,4,-1,8,-5,-5,0,0.0
OCc1ccccc1O[C@@H]1O[C@H](CO)[C@@H](O)[C@H](O)[C@H]1O,0.8,110,4,2,3,-11,6,5,0.2
O=C(O)c1cc(-c2ccc(-c3c(-c4ccc5c(c4)OCO5)noc3-c3ccsc3)cc2)nc2ccccc12,-1.1,99,5,-32,14,-3,0,4,-0.1
Fc1ccccc1C1c2cccn2CCN1C(=S)Nc1cccc(Br)c1 (centres undefined),-1.7,100,6,-19,2,13,-3,5,-0.2
COc1ccc2nc(SCC(=O)N3CCCCC3)c(C#N)cc2c1,-7.6,97,2,0,4,-1,-11,4,-0.1
CCNc1nc(NC(C)C)nc(N(C#N)CC(=O)OC)n1,0.9,100,-2,3,-8,0,-5,1,0.1
CCOC(=O)C1CCN(C(=O)/C=C/c2cccs2)CC1,-1.4,95,8,5,11,-13,-12,4,-0.2
CCSc1nnc(NC(=O)c2ccc(Br)s2)s1,-0.8,101,6,2,11,-9,0,9,-0.1
O=C(CNc1n[nH]c(=O)[nH]c1=O)N/N=C/c1cccnc1,1.7,87,3,2,-11,6,2,3,-0.1
CCOC(=O)N1CCN(C(=O)c2cc3ccc(OC)cc3[nH]2)CC1,1.6,94,2,-3,2,-7,13,4,-0.2
Cc1ccc(CSCC(=O)N/N=C/c2sccc2C)cc1,-1.8,97,4,7,7,6,5,8,0.0
O=C(COC(=O)c1ccccc1NCCO)NNC(=O)c1cccs1,-1.1,102,3,0,5,-10,2,4,-0.1
CC(OC(=O)c1cccc(S(=O)(=O)N(C)C)c1)C(=O)NCc1ccc2c(c1)OCO2 (centres undefined),0.7,101,0,-3,-3,8,-5,-3,0.3
CCOC(=O)[C@H]1[C@H]2COc3ccccc3[C@@H]2N2C(=O)c3ccc(Cl)cc3NC(=O)[C@@]12C,.,.,1,-1,-6,-1,1,12,.
Cc1occc1C(=O)NC(C)C(C)(C)C (centres undefined),-0.1,90,9,-7,9,9,-3,1,0.1
O=C(O)c1ccc(N2C(=O)CCCC2=O)cc1,0.7,95,-1,1,1,22,7,-1,0.0
COc1ccc(Cc2nc(C)cc(Cl)n2)cc1[N+](=O)[O-],1.9,98,-4,3,1,-6,1,3,0.0
# New compounds follow.
SMILES,MEX-5 binding,Yeast superoxide,Bcl-xL primary,Fam108B counter,MCL1 BIM primary,ZTA DNA inh,EBNA-1 inh,GLD-1 RNA inh,Efflux pump mplx
COc1cc(/C=N/NC(=O)c2ccc3c(c2)OCCO3)c(Br)c(Br)c1O,-1.3,109,4,8,13,-1,10,1,0.0
COCCNC(=O)c1onc(CSc2cc(C)cc(C)c2)c1C(=O)O,0.1,107,2,1,2,-4,-11,-5,-0.1
CCOC(=O)N(NC(=O)C(O)(c1ccccc1)c1ccccc1)c1ccccc1,-2.5,108,2,-1,2,-2,-3,5,-0.1
Cc1ccc(S(=O)(=O)CCSc2cccc(C(=O)O)c2)cc1,0.8,96,3,0,2,1,-4,-3,0.1
COc1ccccc1N1CCN(C(=O)NCc2cccc(C(F)(F)F)c2)CC1,-0.5,85,5,1,0,-6,-8,6,0.0
CCOc1cccc2sc(NC(=O)CC)nc12,1.7,111,-3,0,-3,9,6,-3,0.0
CCN1CCN(Cc2ccc(NC(=O)c3ccc(C)c(NC(=O)N4CCNC4=O)c3)cc2C(F)(F)F)CC1,0.6&1.9,100&106,6&1,3&-1,-5&10,-3&15,-5&-2,5&7,-0.1&0.2
CSc1nccc(Oc2ccc(C#N)cc2)n1,1.3,84,-7,1,-5,-20,-7,3,0.1
O=C(CN1CCN(Cc2ccccc2)CC1)Nc1ccc(N2CCOCC2)cc1,-0.3,105,5,-1,5,15,17,3,0.0
S=c1[nH]nc(-c2ccco2)n1/N=C/c1cccc(Cl)c1Cl,2.4,96,-32,15,-9,14,4,0,0.0
CC(C)Cn1c(N)c(C(=O)CSc2nc3ccccc3n2C)c(=O)n(C)c1=O,-0.3,111,0,1,-3,7,8,5,-0.1
CCCCOCCCNC(=O)N[C@@H](CCSC)C(=O)OC,-0.5,96,3,-1,-3,-4,10,6,-0.1
O=C(CSc1nc2ccccc2s1)N1c2ccccc2Sc2ccc(Cl)cc21,0.6,99,2,-5,4,-5,-1,9,-0.1
O=C1C2C3C=CC(C3)C2C(=O)N1c1ccc(-c2nc3ccccc3o2)cc1 (centres undefined),2.2,98,3,3,1,1,2,-2,0.0
COc1cccc(C=Nc2cc(C)cc(C)c2)c1O,1.3,98,6,0,3,15,6,10,-0.1
CCOCCOc1nc(C)cc(C)c1S(=O)(=O)c1ccccc1C,1.0,100,1,1,7,4,-1,1,0.0
Cc1ccccc1N(CC(=O)N/N=C/c1ccc(N(C)C)cc1)C(=O)c1ccccc1,1.4,107,1,3,8,-3,-11,0,0.1
